KCNH2 WT inh: inhibitors of human wildtype KCNH2 potassium channel; Q12809; U2OS, BacMam KCNH2, thallium flux FluxOr; active compounds read low; activity change, % at 1.84 µM; 0.37% of 340,000 active;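 active = maximum activity change below -70%; inconclusive = maximum activity change between -70% and -50%; inactive = maximum activity change above -50%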; note: % is set by controls: 0 for no effect and ±100 for the full control effect
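U2OS cells were transduced with wild-type KCNH2 virus (2.03 x 10^8 / mL) for 4 h at room temperature, then cultured overnight at 37 C. Thallium flux was read with FluxOr dye. Rate constants were normalized to DMSO controls.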
MLL CXXC-DNA inh: inhibitors of human MLL CXXC domain-DNA interaction; Q03164; MLL-CXXC / FITC-HOXA9 DNA fluorescence polarization; Potency, µM (highest dose often 115 µM), for inactives: at the highest dose activity change, negative = inhibition, actives largely listed as inhibitors; 0.037% of 290,000 active; AID 2662; active = well fitted inhibition curve with a large enough effect in the polarisation, with a control signal flat, not every such curve was filed as active; inconclusive = small, poorly fitted or top-dose-only effect, or effect the other way, or a change in a side signal; inactive = no such curve, though single readings can be large or run the other way; the % refers to the polarisation; note: potency is the fitted concentration of half-maximal effect
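Fluorescence polarization: 7 uM MLL-CXXC (stock) preincubated 5 min with compounds, then 50 nM fluorescein-HOX-A9 DNA (stock) added; 30 min ambient. Buffer 50 mM Tris-HCl pH 7.5, 50 mM NaCl, 1 mM DTT, 0.05% BSA.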
Menin-MLL TR inh: displaces Texas Red mutant MLL peptide from human menin; O00255; Menin + Texas Red MLL mutant peptide, fluorescence polarization; Potency, µM (highest dose often 61.6 µM), for inactives: at the highest dose FP activity change, negative = inhibition, usual class: inhibitors; 0.23% of 270,000 active; AID 1768; active = well fitted inhibition curve with a large enough effect in the polarisation, with a control signal flat, not every such curve was filed as active; inconclusive = small, poorly fitted or top-dose-only effect, or effect the other way, or a change in a side signal; inactive = no such curve, though single readings can be large or run the other way; the % refers to the polarisation; note: potency is the fitted concentration of half-maximal effect; % of control where 0% means no effect; many of its hits are not listed in these tables
GALK inhibitor: inhibitors of human galactokinase | Potency, µM (top dose mostly 57.5 µM), without a hit: at the highest dose activity change, negative = inhibition, hits mostly inhibitors | 0.007% of 270,000 active | P51570 | Purified GALK, Kinase-Glo residual ATP luminescence; note: potency is the fitted concentration of half-maximal effect; % is set by controls: 0 for no effect and ±100 for the full control effect
Target sequence (P51570 whole entry, looked up): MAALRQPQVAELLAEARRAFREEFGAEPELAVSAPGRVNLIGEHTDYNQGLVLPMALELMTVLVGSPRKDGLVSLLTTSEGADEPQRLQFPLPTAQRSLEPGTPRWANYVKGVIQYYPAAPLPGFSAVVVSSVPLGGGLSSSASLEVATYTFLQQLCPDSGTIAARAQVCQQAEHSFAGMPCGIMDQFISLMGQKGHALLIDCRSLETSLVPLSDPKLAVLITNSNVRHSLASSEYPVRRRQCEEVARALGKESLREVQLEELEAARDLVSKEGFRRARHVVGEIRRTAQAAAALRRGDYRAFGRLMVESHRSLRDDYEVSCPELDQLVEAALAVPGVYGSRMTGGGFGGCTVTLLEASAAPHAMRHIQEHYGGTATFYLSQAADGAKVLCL
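GALK at 5 nM final was combined with compound, 35 uM ATP and 100 uM galactose in HEPES pH8.0 with MgCl2 and DTT. The reaction ran one hour at room temperature before luminescent ATP detection.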
KCNH2 3.1 inh: inhibitors of human KCNH2 3.1 potassium channel isoform; 0.95% of 340,000 active; AID 720553; activity change, % (tested at about 1.8 µM); U2OS KCNH2 3.1, thallium flux FluxOr; active compounds read low;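 active = maximum activity change below -70%; inconclusive = maximum activity change from -70% to -50%; inactive = maximum activity change above -50%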;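 note: thallium influx rate constant from kinetic fluorescence after stimulation buffer; % is set by controls: 0 for no effect and ±100 for the full control effect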
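Normalized rate constant (relative to positive and negative DMSO controls) derived from a 2 min kinetic fluorescence read after stimulation; U2OS cells expressing the 3.1 isoform via virus at 1.77 x 10^8 /mL.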
TRPV1 agonist: agonists of human vanilloid receptor 1 (TRPV1); TRPV1-expressing cells, Fluo-8 calcium influx, agonist mode; activation, % at 8.33 µM; 0.19% of 320,000 active; AID 540275; in the data active = activation above about 80%; inconclusive = between about 30% and that limit; note: 0% is about no effect
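Cells expressing TRPV1 were dye-loaded with Fluo-8 and read kinetically: 10 s baseline, 3 min after compound (agonist portion), then 2 min after EC20 capsaicin (allosteric enhancer portion). Calcium-bound dye fluorescence at 480/520 nm.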
B2AR arrestin: recruits beta-arrestin to the human beta2-adrenergic receptor | P07550 | beta-arrestin recruitment to beta2AR, cell-based reporter | Potency, µM (doses to about 46.1 µM), inactives show top-dose activation, usual class: activators | 0.02% of 330,000 active;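 note: potency is the fitted concentration of half-maximal effect; 0% = DMSO controls and full agonism = EC100 isoproterenol or metaproterenol; nearly all actives have a fitted effect of over 65% in size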
Target sequence (P07550 whole entry, looked up): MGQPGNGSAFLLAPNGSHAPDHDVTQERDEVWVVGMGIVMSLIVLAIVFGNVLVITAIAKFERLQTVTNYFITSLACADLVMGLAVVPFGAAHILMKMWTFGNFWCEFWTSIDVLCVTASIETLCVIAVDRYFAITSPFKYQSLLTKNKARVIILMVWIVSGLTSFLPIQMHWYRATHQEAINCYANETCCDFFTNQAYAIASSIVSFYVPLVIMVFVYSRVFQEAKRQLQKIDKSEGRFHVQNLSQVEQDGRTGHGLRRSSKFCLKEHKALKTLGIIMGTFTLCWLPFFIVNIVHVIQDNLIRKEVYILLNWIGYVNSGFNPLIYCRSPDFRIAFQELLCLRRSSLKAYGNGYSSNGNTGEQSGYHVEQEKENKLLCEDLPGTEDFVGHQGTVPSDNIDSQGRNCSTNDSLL
Giardia kill: kills Giardia lamblia; 0.15% of 340,000 active; activity change, % at 7.66 µM, hits read low; Giardia lamblia trophozoite viability; in the data active = activity change below about -80%; inconclusive = between about -30% and that limit;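 note: parasites exposed to compound for two days anaerobically before the ATP read; % is set by controls: 0 for no effect and ±100 for the full control effect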
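Trophozoites 100 cells/well + cpd; 48 hrs, 37 deg C, anaerobic. ATPLite 1-Step added, 15-30 min RT, luminescence read (ATP-based viability).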
USP2a inh: USP2a (human) protease inhibition. O75604. USP2 core, Ub-CHOP2 coupled fluorogenic reporter, 485/531. Potency, µM (doses to about 38.3 µM), for the others: at the highest dose activity change, negative = inhibition, hits mostly inhibitors. 0.01% of 330,000 active. AID 463254;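 note: potency is the fitted concentration of half-maximal effect; plate controls were DMSO wells for no effect and full inhibition by NEM control for full effect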
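USP2 core (10nM final) preincubated 30min RT with compound in 20mM Tris-HCl pH 8.0, 2mM CaCl2, 2mM beta-mercaptoethanol, 0.05% CHAPS; 25nM Ub-CHOP2 plus 25nM reporter substrate added, fluorescence (Ex485/Em531) read after 60min.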
Coupling enz: counter-screen for Giardia aldolase inhibitors: coupling enzyme system; coupling enzyme system counterscreen, AmpLite Red fluorescence; activity change, negative = inhibition, % at 58.2 µM, hits read low; 0.67% of 290,000 active; AID 2472; in the data active = activity change below about -30%; note: % is set by controls: 0 for no effect and ±100 for the full control effect
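Coupling enzymes only (glyceraldehyde-3-phosphate) + compound, at 57.5 uM final, 10 min RT; add substrate/coupling/AmpLite Red mix, 20 min RT; fluorescence ex 525/em 598 nm. Actives flag coupling-system interference.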
PKM2 activator: PKM2 (human) enzyme activation; P14618; purified PKM2, Kinase-Glo ATP luminescence, activation; response scale: 0% is enzyme alone, no compound; Potency, µM (doses to about 57.5 µM), without a hit: at the top dose activation, hits mostly activators; 0.34% of 260,000 active; note: potency is the fitted concentration of half-maximal effect; % is set by controls: 0 for no effect and ±100 for the full control effect; nearly all actives have a fitted effect of over 55% in size
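Kinase-Glo luminescence reports ATP generated from ADP (0.1 mM) and PEP (0.5 mM) by purified hPK-M2 after 1 h at room temperature, pH 7.2 imidazole buffer; intermediate enzyme activity allows detecting inhibitors and activators.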
An asterisk follows results filed as active. Unless noted, calls come from the whole dose curve; as a rule, active = well fitted curve in the direction sought with a large enough effect; inconclusive = small, poorly fitted or top-dose-only effect, or another doubt; inactive = no such curve, though single readings can be large; an effect the other way counts as inactive or inconclusive. Not all compounds are listed. The share of hits here may be higher or lower than overall.

CCOC(=O)c1ccc(NC(=O)CSc2nc3c(c(=O)n2-c2ccccc2OC)SCC3)cc1 was read as KCNH2 WT inh -4, MLL CXXC-DNA inh 21%, Menin-MLL TR inh 6%, GALK inhibitor 2%, KCNH2 3.1 inh 1, TRPV1 agonist 0, B2AR arrestin -0.4%, Giardia kill 1, USP2a inh 0%, Coupling enz -7 and PKM2 activator -6%.
`COc1cccc(C2C(C(=O)Nc3ccc(C)cc3C)=C(C)Nc3ncnn32)c1OC` (stereo not given) gave KCNH2 WT inh 6, MLL CXXC-DNA inh -2%, Menin-MLL TR inh -3%, GALK inhibitor 0%, KCNH2 3.1 inh 3, TRPV1 agonist 0, B2AR arrestin -0.4%, Giardia kill -23, USP2a inh -1%, Coupling enz 0 and PKM2 activator 1%.
For CCOC(=O)Cc1csc(NC(=O)C(NC(=O)C2CCC(C)CC2)C(C)C)n1 (stereo not given) the results were KCNH2 WT inh -10, MLL CXXC-DNA inh -3%, Menin-MLL TR inh inconclusive, GALK inhibitor 1%, KCNH2 3.1 inh -4, TRPV1 agonist 4, B2AR arrestin -0.6%, Giardia kill -23, USP2a inh -4% and Coupling enz 1.
CN(C)CCCSc1nc(-c2ccccc2)nc2c1CCC2 was read as MLL CXXC-DNA inh -2%, Menin-MLL TR inh -12%, GALK inhibitor 1%, KCNH2 3.1 inh 36, TRPV1 agonist 5, B2AR arrestin -0.9%, Giardia kill -15, USP2a inh 0%, Coupling enz -5 and PKM2 activator -17%.
Screening O=C(c1cc([N+](=O)[O-])ccc1Cl)N1CCN(Cc2ccc3c(c2)OCO3)CC1 returned KCNH2 WT inh -14, MLL CXXC-DNA inh 7%, Menin-MLL TR inh -1%, GALK inhibitor 0%, KCNH2 3.1 inh 6, TRPV1 agonist -2, B2AR arrestin -0.7%, Giardia kill -10, USP2a inh 0%, Coupling enz 1 and PKM2 activator -2%.
Cn1nnnc1SCC(=O)NC1CCCCC1 was read as KCNH2 WT inh -26, MLL CXXC-DNA inh 6%, Menin-MLL TR inh 0%, GALK inhibitor -1%, KCNH2 3.1 inh -4, TRPV1 agonist 3, B2AR arrestin 0.0%, Giardia kill 0, USP2a inh -1%, Coupling enz 6 and PKM2 activator 2%.
Screening Cc1ccc(OCc2ccc(C(=O)Nc3nccs3)o2)cc1 returned KCNH2 WT inh -9, MLL CXXC-DNA inh -10%, Menin-MLL TR inh inconclusive, GALK inhibitor -1%, KCNH2 3.1 inh 6, TRPV1 agonist 3, B2AR arrestin 8.9%, Giardia kill -4, USP2a inh -1%, Coupling enz 0 and PKM2 activator 6%.
`CCN(C[C@H]1N[C@@](Cc2ccccc2)(C(=O)OC)[C@H]2C(=O)N(C)C(=O)[C@@H]12)S(=O)(=O)c1ccc(-c2ccccc2)cc1` gave KCNH2 WT inh 18, KCNH2 3.1 inh -6, B2AR arrestin -0.6%, Giardia kill -2 and USP2a inh -1%.
`O=C(Nc1ccccc1Cl)c1ccc([N+](=O)[O-])o1` gave KCNH2 WT inh -2, MLL CXXC-DNA inh 9%, Menin-MLL TR inh 1%, GALK inhibitor -6%, KCNH2 3.1 inh 8, TRPV1 agonist 0, B2AR arrestin 2.0%, Giardia kill -83*, USP2a inh 1%, Coupling enz 0 and PKM2 activator 2%.
`Clc1cccc(Oc2ncccn2)c1` gave KCNH2 WT inh -1, MLL CXXC-DNA inh 2%, Menin-MLL TR inh 1%, GALK inhibitor 5%, TRPV1 agonist -3, B2AR arrestin -0.8%, Giardia kill -20, USP2a inh 2%, Coupling enz -1 and PKM2 activator 2%.
Cc1ccc(N2CC(C(=O)OCc3ccc([N+](=O)[O-])cc3)CC2=O)cc1 (stereo not given) was read as KCNH2 WT inh 2, MLL CXXC-DNA inh -4%, Menin-MLL TR inh -6%, GALK inhibitor 3%, KCNH2 3.1 inh 5, TRPV1 agonist -8, B2AR arrestin 0.1%, Giardia kill 3, USP2a inh 2%, Coupling enz 2 and PKM2 activator 2%.
O=C(O)C(c1ccccc1)C(c1ccccc1)c1ccccc1 (stereo not given) was read as KCNH2 WT inh -2, MLL CXXC-DNA inh 7%, Menin-MLL TR inh 7%, GALK inhibitor 0%, TRPV1 agonist 0, B2AR arrestin 0.5%, Giardia kill 4, USP2a inh 2%, Coupling enz 5 and PKM2 activator -1%.
Cc1ccc(C)c(NC(=O)COC(=O)c2cccc(S(=O)(=O)N3CCCCC3)c2)c1 was read as KCNH2 WT inh inconclusive, KCNH2 3.1 inh -4, TRPV1 agonist 4, B2AR arrestin -0.1%, Giardia kill 11 and USP2a inh -1%.
For CCOC(=O)c1cnc(/N=C/N(C)C)s1 the results were KCNH2 WT inh -12, MLL CXXC-DNA inh 0%, Menin-MLL TR inh 4%, GALK inhibitor 4%, KCNH2 3.1 inh -21, TRPV1 agonist -4, B2AR arrestin 0.0%, Giardia kill 12, USP2a inh 0%, Coupling enz 2 and PKM2 activator -5%.
Cc1ccc(Cc2nnc(SCC(=O)Nc3ccccc3C)[nH]c2=O)cc1 was read as KCNH2 WT inh 2, KCNH2 3.1 inh 7, TRPV1 agonist -3, B2AR arrestin -0.4%, Giardia kill -15 and USP2a inh 0%.
For CC(C)Cc1ccc(S(=O)(=O)N2CCCC2)cc1 the results were KCNH2 WT inh -13, MLL CXXC-DNA inh 6%, Menin-MLL TR inh -1%, GALK inhibitor -2%, KCNH2 3.1 inh -4, TRPV1 agonist 6, B2AR arrestin 0.2%, Giardia kill -7, USP2a inh 1%, Coupling enz -3 and PKM2 activator -3%.
COc1ccc(S(=O)(=O)N2CC3CCCN3c3cc(C(F)(F)F)ccc32)cc1 (stereo not given) was read as KCNH2 WT inh -8, MLL CXXC-DNA inh 8%, Menin-MLL TR inh -1%, GALK inhibitor -2%, KCNH2 3.1 inh -12, TRPV1 agonist -1, B2AR arrestin -0.9%, Giardia kill 1, USP2a inh -1%, Coupling enz -1 and PKM2 activator 3%.
For CC(O)C(NS(=O)(=O)c1ccc(Cl)cc1)C(=O)OCc1nnc(-c2ccccc2)o1 (stereo not given) the results were KCNH2 WT inh 6, MLL CXXC-DNA inh -5%, Menin-MLL TR inh 4%, GALK inhibitor 4%, KCNH2 3.1 inh -19, TRPV1 agonist 3, B2AR arrestin -0.5%, Giardia kill -12, USP2a inh 2%, Coupling enz 0 and PKM2 activator -20%.
NNC(=O)c1cc2c(s1)CCCCCC2 was read as KCNH2 WT inh 6, MLL CXXC-DNA inh 1%, Menin-MLL TR inh -19%, GALK inhibitor 1%, KCNH2 3.1 inh -23, TRPV1 agonist 3, B2AR arrestin -0.9%, Giardia kill -12, USP2a inh 3%, Coupling enz 0 and PKM2 activator 4%.
For CC(C)C(OC(=O)c1cccs1)C(=O)NCc1cccs1 (stereo not given) the results were KCNH2 WT inh -15, MLL CXXC-DNA inh -7%, Menin-MLL TR inh 1%, GALK inhibitor 3%, KCNH2 3.1 inh -2, TRPV1 agonist 11, B2AR arrestin -0.9%, Giardia kill 15, USP2a inh -2%, Coupling enz 3 and PKM2 activator -4%.
Screening CCc1c(C)c2ccc(OC(C)C(=O)NC(Cc3c[nH]c4ccc(O)cc34)C(=O)O)c(C)c2oc1=O (stereo not given) returned KCNH2 WT inh -2, MLL CXXC-DNA inh -19%, Menin-MLL TR inh -19%, KCNH2 3.1 inh 4, TRPV1 agonist 0, B2AR arrestin -0.2%, Giardia kill -10, USP2a inh -1%, Coupling enz -4 and PKM2 activator -2%.
`COc1ccc(C(=O)CSc2nc3ncccc3[nH]2)cc1OC` gave KCNH2 WT inh -6, MLL CXXC-DNA inh 5%, GALK inhibitor 0%, KCNH2 3.1 inh -14, TRPV1 agonist 3, B2AR arrestin -0.7%, Giardia kill -10, USP2a inh 2%, Coupling enz 0 and PKM2 activator 3%.
For CSc1nncn1/N=C/c1ccccc1F the results were KCNH2 WT inh -14, MLL CXXC-DNA inh 17%, Menin-MLL TR inh -1%, GALK inhibitor 2%, KCNH2 3.1 inh 9, TRPV1 agonist 3, B2AR arrestin 0.3%, Giardia kill -5, USP2a inh 2%, Coupling enz 2 and PKM2 activator -3%.

Screening results from PubChem.
